Compound activity deposited in PubChem by Emory University Molecular Libraries Screening Center.
14-3-3 PPI – alters human 14-3-3 gamma binding to Raf peptide. P61981. FP, 14-3-3gamma / TMR-pS259-Raf peptide binding. inhibition, % at 40 µM. hit rate 0.19% among 160,000; in the data active = inhibition above about 30%;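 note: 0% = protein plus tracer without compound and 100% = blank with tracer alone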
Target sequence (P61981 whole entry, looked up): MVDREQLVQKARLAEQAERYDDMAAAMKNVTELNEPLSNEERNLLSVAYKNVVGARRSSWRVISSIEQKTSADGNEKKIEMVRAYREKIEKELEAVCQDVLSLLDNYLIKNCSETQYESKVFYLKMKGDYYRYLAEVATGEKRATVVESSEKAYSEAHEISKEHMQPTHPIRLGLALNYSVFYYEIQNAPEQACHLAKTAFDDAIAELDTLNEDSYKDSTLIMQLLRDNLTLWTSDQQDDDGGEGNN
Active calls of the source: *; & = joins results of further samples.

smiles	14-3-3 PPI
Cc1ccccc1NC(=O)c1cnn(-c2ccccc2)c1NC(=O)c1ccco1	-2
COc1ccc(CC(=O)Nc2c3c(nn2-c2cccc(Cl)c2)CS(=O)C3)cc1OC (configuration not stated)	2
COc1cc(NC(=O)Cn2nc(C(F)(F)F)c(Cl)c2C)cc(OC)c1OC	5
Cc1cc(C)nc(SCC(=O)Nc2ncc3c(n2)CCCC3=O)n1	-6
COc1ccc(OC)c(C2C3=C(CCCC3=O)N(c3ccccc3)C(=N)/C2=C(/O)c2ccccc2)c1 (configuration not stated)	-14
O=C(CSc1nc2ccc(N3CCCCC3)cc2c(=O)n1Cc1ccccc1)c1ccc(O)c(O)c1	-152
C=CCOc1ccc(/C(CC)=N/O)c(OC)c1	0
CC(=O)N1CCc2cc([N+](=O)[O-])ccc21	1

Some of these compounds in order of count of non-hydrogen atoms, rising.
smiles	14-3-3 PPI
CC(=O)N1CCc2cc([N+](=O)[O-])ccc21	1
COc1cc(NC(=O)Cn2nc(C(F)(F)F)c(Cl)c2C)cc(OC)c1OC	5
COc1ccc(CC(=O)Nc2c3c(nn2-c2cccc(Cl)c2)CS(=O)C3)cc1OC (configuration not stated)	2

(next part)
smiles	14-3-3 PPI
C=CCn1c(SCC(=O)Nc2ccc(Br)cc2)nnc1-c1cccnc1	-6
CCOC(=O)c1sc(NC(=O)COc2ccc(Cl)cc2)nc1C	-25
CCc1cccc(C)c1NC(=O)c1cc(OC)c(OC)c(OC)c1	5
O=C(Nc1cccc(Cl)c1)OCc1ccccn1	2
CCOC(=O)C1CCN(c2c(NCCCN(CC)c3ccccc3)c(=O)c2=O)CC1	-5
COc1ccc(CCNC(=O)CN2C(=O)c3cccc4cccc(c34)C2=O)cc1OC	-8
Cc1ccccc1Nc1cc(C(=O)NCc2ccccn2)c2ccccc2n1	5
CCOC(=O)CSc1nnc([C@@H](NC(=O)OC(C)(C)C)C(C)C)o1	-9

Additional records follow.
smiles	14-3-3 PPI
Cc1cccc(NC(=O)c2cccc(NC(=O)c3ccc(Br)cc3)c2)c1	-3
CCOC(=O)C1=C(C)NC2=C(C(=O)C(C(=O)OCC)C(c3ccccc3OC)C2)C1c1cccc([N+](=O)[O-])c1 (configuration not stated)	11
CCOC(=O)N1CCN(C(=O)c2ccc3c(c2)ncn3C2CCCC2)CC1	4
O=c1[nH]c(SCc2ccccc2)nc2sc3c(c12)CCc1ccccc1-3	-5
CCn1c(C=Cc2c[nH]c3ccccc23)nc2ccccc2c1=O	-1
COc1ccc(Cc2nc3cc(C)c(C)cc3[nH]c2=O)cc1OC	-10
O=c1c2sccc2nc(SCc2cc(=O)n3cc(Cl)ccc3n2)n1-c1ccc(Br)cc1	-35
CCOC(=O)c1cc(-c2ccc(N(C)C)cc2)no1	-3

6 entries drawn at random from those above, as already listed:
smiles	14-3-3 PPI
CCOC(=O)N1CCN(C(=O)c2ccc3c(c2)ncn3C2CCCC2)CC1	4
COc1ccc(Cc2nc3cc(C)c(C)cc3[nH]c2=O)cc1OC	-10
O=c1c2sccc2nc(SCc2cc(=O)n3cc(Cl)ccc3n2)n1-c1ccc(Br)cc1	-35
Cc1cccc(NC(=O)c2cccc(NC(=O)c3ccc(Br)cc3)c2)c1	-3
CCOC(=O)C1=C(C)NC2=C(C(=O)C(C(=O)OCC)C(c3ccccc3OC)C2)C1c1cccc([N+](=O)[O-])c1 (configuration not stated)	11
CCOC(=O)c1cc(-c2ccc(N(C)C)cc2)no1	-3

The list goes on:
smiles	14-3-3 PPI
Cc1noc(/C=C/N(C)C)c1S(=O)(=O)N1CCCC(C(=O)N2CCc3ccccc32)C1 (configuration not stated)	2
O=C(CSc1nnc(-c2ccccc2Cl)o1)N1CCCc2ccccc21	11
Cc1ccc(OCC(=O)Nc2ccc3c(c2)C(=O)c2ccccc2C3=O)cc1	-52
O=C(NCCN1CCN(c2ccccc2F)CC1)C1CC(=O)N(C2CCCC2)C1 (configuration not stated)	-9&-5
CCC(C)(C)n1nnnc1C(c1ccc(OC)c(OC)c1)N1CCN(c2ccccc2)CC1 (configuration not stated)	0
CCOC(=O)C1CCC(CN(Cc2ccccc2C)S(=O)(=O)c2ccc(F)cc2)CC1 (configuration not stated)	7
Cc1c(C(=O)Nc2cnc3ccccc3c2)sc2ncnc(N3CCCCC3C)c12 (configuration not stated)	0
COc1ccc(CCNC(=O)c2ccc3nc4ccc(Cl)cc4c(=O)n3c2)cc1OC	-4

Following part:
smiles	14-3-3 PPI
COc1ccc2[nH]c3ccc([N+](=O)[O-])cc3c(=O)c2c1	-16
O=C(Nc1ccccc1C1CC1)c1ccccc1Cl	-22
C=CCn1c(SCC)nc2c(c1=O)C1(CCCCC1)Cc1ccccc1-2	8
Fc1ccc(C2=CC(c3cc(Br)ccc3OC(F)F)n3nnnc3N2)cc1 (configuration not stated)	-7
Cc1ccc(C)c(N2C(=O)c3ccc([N+](=O)[O-])c4c([N+](=O)[O-])ccc(c34)C2=O)c1	-14
COc1ccc(S(=O)(=O)n2cnc3cc(C)c(C)cc32)cc1OC	12
Cc1ccc(C)c(NC(=O)C(=O)NCCCO)c1	5
Cc1ccc(-c2noc(CCC(N)=O)n2)cc1	-7

Additional records follow:
smiles	14-3-3 PPI
Cc1onc(-c2ccccc2)c1C(=O)Nc1nnc(C(C)(C)C)s1	-3
O=C(Nc1ccc(N2CCCCC2)cc1)c1ccc(F)cc1	-4
O=C(CC1(O)C(=O)Nc2ccc(Cl)cc21)c1ccccc1O (configuration not stated)	-5
COc1ccc(-c2cc(C(=O)Nc3cccnc3Cl)no2)cc1OC	1
CCCN(C(=O)Cc1nc(N)n[nH]1)C1(C(=O)Nc2c(C)cccc2C)CCCCC1	-2
C=CCNC(=O)CN(c1ccc(C)cc1)S(=O)(=O)c1ccc(OC)cc1	-8
COc1ccc(-c2cc(C(F)(F)F)n3nc(C(=O)N4CCN(C56CC7CC(CC(C7)C5)C6)CC4)cc3n2)cc1OC	-14
CCOC(=O)CCSc1nc2c(c(C(F)(F)F)c1C#N)CCC2	-3

The list goes on.
smiles	14-3-3 PPI
CCOCCCNC(=O)c1nn(-c2ccc(C)cc2)c(=O)c2c1c1ccccc1n2C	1
CC1(C)Cc2nc3sc4c(SCC(=O)NCc5ccco5)ncnc4c3cc2CO1	-18
NC(=O)c1c(N)sc2c1CCCC2	-5
CCCOc1ccc(C(=O)Nc2ccc(S(=O)(=O)Nc3ncccn3)cc2)cc1	-3
Cc1ccc2oc(-c3cccc(NC(=O)c4cccc(F)c4)c3C)nc2c1	-46
COc1cccc(NC(=O)Cn2cc(C(=O)C(F)(F)F)c3ccccc32)c1	-3
CC1=C(C(=O)OCCOc2ccccc2)C(c2ccc(Cl)cc2)NC(=O)N1C (configuration not stated)	-6
COc1cccc2c1OC1(C)CC2NC(=O)N1c1ccc(C)c(Cl)c1 (configuration not stated)	-6

Further entries follow.
smiles	14-3-3 PPI
CCC1(c2cccc(Cl)c2)NC(=O)N(Cc2cc(C(=O)OC)c(C)o2)C1=O (configuration not stated)	-16
CCC(Sc1nc(C)cc(=O)[nH]1)C(=O)Nc1nnc(C)s1 (configuration not stated)	18
COc1cc2[nH]c3c(=O)n(CCN(C(C)C)C(C)C)cnc3c2cc1OC	7
O=C(NCc1ccc2c(c1)OCO2)c1ccncc1	-4
O=CN1N=C(c2ccc([N+](=O)[O-])cc2)CC1c1ccccc1 (configuration not stated)	-4
CCc1ccc2oc(-c3cc(N=Cc4cccc([N+](=O)[O-])c4)ccc3O)nc2c1	-72
CC(=O)c1cccc(NC(=O)C2CCN(S(=O)(=O)c3ccc(F)cc3)CC2)c1	0
Oc1ccc(CNc2ccccc2F)c2cccnc12	-10

The list continues:
smiles	14-3-3 PPI
Cc1cc(C)cc(NC(=O)CSc2nc3c(cnn3-c3ccc(Cl)cc3)c(=O)[nH]2)c1	0
O=C(Nc1ccc(-c2nnc3n2CCCCC3)cc1)c1ccccc1Cl	-11
CCCCC(=O)Nc1cc(N(C)C)nc2ccccc12	0
CCOC(=O)CN1CC23C=CC(O2)C(C(=O)NCc2ccc(F)cc2)C3C1=O (configuration not stated)	2
CCOc1cc2[nH]c(=O)n(CCCCC(=O)N3CCCCCC3)c(=O)c2cc1OCC	-4
Cc1cccc(C)c1NC(=O)CSc1nc2ncccc2[nH]1	-41
Nc1cccc(Oc2ccc3c(c2)C(=O)N(CCO)C3=O)c1	0
COc1ccccc1OCC(O)Cn1nc(C)cc1C (configuration not stated)	-7

Continued.
smiles	14-3-3 PPI
Nc1cc(S(=O)(=O)c2ccc(Br)c(N)c2)ccc1Br	-2
Cc1cc2c(N3CC(C)CC(C)C3)ncnc2s1 (configuration not stated)	-2
CCOC(=O)CSc1nc(C)c(C)c(C)c1C#N	-2
O=[N+]([O-])c1ccc(-c2nc3cc(Cl)ccc3o2)cc1	-20
O=C(NCCN1CCCC1)c1ccc2c(c1)NC(=O)C(N1CCCC1)S2 (configuration not stated)	-3
COc1ccccc1N1C(=O)CC(N2CCN(c3ccccn3)CC2)C1=O (configuration not stated)	-6
Cc1ccc(-n2c3c(cc(C(=O)NCc4ccccc4)c2=O)C(=O)CCC3)cc1	-7
N#CCCn1ncn(-c2ccccc2)c1=S	-3

Next part
smiles	14-3-3 PPI
COc1ccc(-c2cc(C(F)(F)F)nc(SCCC(=O)Nc3cc(C)on3)n2)cc1	-5
O=C1CCC(=O)N1CN(C(=O)c1ccco1)c1ccc(Cl)c(Cl)c1	-7
Clc1ccc2nc(N3CCOCC3)nc(-c3ccccc3)c2c1	3
COc1ccc2oc(=O)c(-c3csc(Nc4ccc(O)cc4)n3)cc2c1	-1
Cc1cc(C)nc(SCC(=O)c2c[nH]c3ccccc23)n1	-32
Clc1ccc(C2CC(c3ccc(I)cc3)Nc3nnnn32)cc1 (configuration not stated)	-15
COC(=O)c1sc(NC(=O)c2cc3c(s2)CCCC3)nc1C	-10
CC1=NN(c2ccccc2)C(c2ccc(O)cc2)C1 (configuration not stated)	-12

(listing goes on)
smiles	14-3-3 PPI
CSc1nsc(SC)c1C(=O)NCCNS(=O)(=O)c1ccc(C)cc1	2
COCCCn1c(SCC(=O)Nc2cccc(C)n2)nnc1-c1ccco1	-4
Cn1c2c(c(=O)n(C)c1=O)CN(Cc1ccc3c(c1)OCO3)CN2	-4
COc1cc2c(c([N+](=O)[O-])c1)NC(c1ccc(Br)cc1)C1CC=CC21 (configuration not stated)	-13
CCN(CC)S(=O)(=O)c1ccc2[nH]cc(C(=O)NCCc3ccccc3)c(=O)c2c1	-4&-8
CCc1ccc(-n2nc3ccc(NC(=O)c4cccc(OC(C)C)c4)cc3n2)cc1	0
CCCCOC(=O)CSc1nnc(-c2ccc(Cl)cc2Cl)o1	8
COc1ccc2cc3cc(C(=O)Nc4cc(Cl)c(OC)cc4OC)oc3nc2c1	12

(further entries)
smiles	14-3-3 PPI
O=C(NCc1ccc(F)cc1)C1CC(=O)N(CCc2ccccc2)C1 (configuration not stated)	-7
CCOC(=O)NC(Nc1sc2c(c1C(N)=O)CCCC2)(C(=O)OCC)C(F)(F)F (configuration not stated)	1
Cc1cccc(Cn2c(=O)cc(C(=O)NCc3ccc(F)cc3)c3ccccc32)c1	-6
CC(=O)c1ccc(SCC(=O)Nc2ccc3ccccc3c2)c([N+](=O)[O-])c1	-3
COc1ccccc1N=c1oc2ccc(Cl)cc2cc1C(=O)Nc1nccs1	2
CCOC(=O)CC(=O)CSc1nc2ccc(C)cc2cc1C#N	-19
O=C1CCC2CCCCC2(O)O1 (configuration not stated)	2
Cc1cc(NC(=O)C(NS(=O)(=O)c2cccs2)C(C)C)ccc1Br (configuration not stated)	3

(continued)
smiles	14-3-3 PPI
Cc1ccc(-c2nn(CCC(N)=O)c(=O)c3ccccc23)cc1	-5
COc1ccc(COC(=O)C2=C(C)NC3=C(C(=O)CC(C)(C)C3)C2c2cccc([N+](=O)[O-])c2)cc1 (configuration not stated)	3
O=c1[nH]c(SCc2cc(=O)n3ccccc3n2)nc2c1CCC2	4
NC1=NC(=O)C(CC(=O)Nc2ccc(Cl)cc2)S1 (configuration not stated)	-8
CCOC(=O)c1cnn2c(C(F)F)cc(C3CC3)nc12	4
CCOc1ccccc1OCC(=O)O	9
Cc1c(Br)c([N+](=O)[O-])nn1CCCC(=O)Nc1sc2c(c1C(N)=O)CCC(C)C2 (configuration not stated)	-25
CCN(CC)C(=O)N1CCC(NC(=O)c2ccc(C(C)(C)C)cc2)CC1	-10

(continued)
smiles	14-3-3 PPI
CC(NC(=O)c1ccc(Cl)cc1)C(=O)NC1=NCCS1 (configuration not stated)	2
O=C(CC1N=C2c3ccccc3N=C(SCC(=O)c3ccccc3)N2C1=O)NC1CCCCC1 (configuration not stated)	-14
CCn1c(SCC(=O)Nc2cc(C)on2)nc2sc3c(c2c1=O)CCCC3	-26
CC(=O)Nc1ccc2nc(SCC(=O)Nc3c(C)cc(C)cc3C)sc2c1	1
CCOC(=O)c1c(C)oc2c1c(C(c1ccncc1)N1CCOCC1)c(O)c1ccccc12 (configuration not stated)	0&-5
Cn1cc(Br)c(C(=O)NC2CCCCC2)n1	-4
O=C(Nc1c(C(=O)NCc2ccccc2)cnn1-c1ccccc1)c1cccc(F)c1	5
NS(=O)(=O)c1ccc2nc(NC(=O)c3ccc(S(=O)(=O)N4CCc5ccccc5C4)cc3)sc2c1	-28

Other entries:
smiles	14-3-3 PPI
O=C1CSc2ccccc2N1	-1
CC1(C)CC(=O)C2=C(C1)NC1=C(C(=O)CC(C)(C)C1)C2c1ccc(OCc2ccccc2Cl)cc1	-1
CN(C)c1ccc(-c2nc3ccc(N)cc3[nH]2)cc1	-11
O=C(Nc1nc(-c2ccc(Br)s2)cs1)c1ccc(S(=O)(=O)N2CCOCC2)cc1	-46
COc1ccc(C2CC(=O)C3=C(C2)Nc2ccccc2NC3c2ccc(C)cc2)cc1 (configuration not stated)	-3
CN(C)c1ccc(NC(=O)CN2CCC(C(=O)c3ccc(F)cc3)CC2)cc1	-11
Cc1ccc(S(=O)(=O)N2CCN(C(=O)CN3CCc4ccccc4C3)CC2)cc1	3
Cc1nc2ccc(Cl)cc2c(=O)o1	-6
COC(=O)c1cc(NC(=O)C2(S(=O)(=O)c3ccc(Cl)cc3)CC2)cc(C(=O)OC)c1	2
O=C1CN(Cc2ccccc2)C(=S)N1c1ccc(Oc2ccccc2)cc1	3

Not all compounds are listed; the hit share may differ from the screen's.
